CF NFkB inh – inhibitors of cystic fibrosis induced NF-kB | actives 0.86% (n = 360,000) | KKLEB NF-kB-GFP reporter, PAF-induced, GFP fluorescence overnight | AID 588850 | inhibition, % at 5 µM;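 active = at least 50% inhibition at 5 µM, scaled per plate between neutral and stimulator controls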;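 note: PAF is a Pseudomonas aeruginosa culture filtrate used as stimulus; plate controls were PAF-stimulated DMSO wells for no effect and unstimulated DMSO wells for full effect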
LMP1 NFkB inh – reduces LMP1-driven NF-kappaB luciferase signal. LMP1-induced NF-kappaB luciferase reporter cells, luminescence. inhibition, % at 12.5 µM. actives 0.69% (n = 350,000). AID 504558; in the data active = inhibition above about 41%;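 note: 0% = neutral control wells and 100% = reference inhibitor control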
KKLEB tox – CF airway cell cytotoxicity counter-screen | KKLEB CF airway cells viability, ATPlite luminescence, overnight; active compounds read low; cells stimulated with P. aeruginosa culture filtrate | activity change (cytotoxicity), % at 5 µM | actives 0.36% (n = 360,000) | AID 602141;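 active = corrected activity change at or below -50% at 5 µM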
NCOA3 inh – inhibitors of human steroid receptor coactivator 3 (SRC3); Q9Y6Q9; HEK293 GAL4-SRC3 luciferase reporter, luminescence; inhibition, % at 3.6 µM; actives 0.17% (n = 360,000); AID 588352;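 active = inhibition above a per-campaign cutoff, the mean of all compounds plus 3 SD, cut at about 60% in these data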;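 note: 0% = DMSO-treated cells and 100% = gossypol-treated cells at 36 µM; higher means less SRC3-driven luciferase light from the GAL4 reporter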
TWEAK Fn14 block – blocks TWEAK-Fn14 interaction in a reporter cell assay | TWEAK-stimulated Fn14 reporter cells, luciferase luminescence, 8 h | inhibition, % at 10 µM | actives 2% (n = 360,000); in the data active = inhibition above about 50%
TRAIL sens C8 – sensitizes caspase-8 expressing cells to TRAIL | inhibition (viability loss, TRAIL sensitization), % at 10 µM | actives 1% (n = 360,000) | AID 624354 | NB7+C8 cells + TRAIL, ATPlite viability luminescence;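 active = compounds causing at least 50% loss of cell viability in the single-dose screen, relative to plate controls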
Shn3 3UTR inh – reduces Shn3 3'UTR luciferase signal in osteoblasts | Clone20 osteoblast Shn3 3'UTR firefly luciferase, 24 h | inhibition, % at 12.5 µM | actives 0.52% (n = 360,000);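 active = mean inhibition of at least 75% with every replicate also reaching 75%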;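 note: 0% = median of neutral control wells and 100% = pilot-screen positive control compound; some compounds past the cut are filed as inactive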
NR2F2 inh – inhibitors of human COUP-TFII (NR2F2); HEK293T NGFI-A luciferase reporter, luminescence; inhibition, % at 8.6 µM; AID 686940; actives 0.7% (n = 370,000);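 active = inhibition above a per-plate cutoff, mean inhibition of test wells between control levels plus 3 SD, cut at about 38% in these data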;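 note: cells cotransfected with COUP-TFII expression vector driving the NGFI-A reporter; 0% = median of COUP-TF2 test wells and 100% = reporter-only cells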
Target sequence (P24468 whole entry, looked up): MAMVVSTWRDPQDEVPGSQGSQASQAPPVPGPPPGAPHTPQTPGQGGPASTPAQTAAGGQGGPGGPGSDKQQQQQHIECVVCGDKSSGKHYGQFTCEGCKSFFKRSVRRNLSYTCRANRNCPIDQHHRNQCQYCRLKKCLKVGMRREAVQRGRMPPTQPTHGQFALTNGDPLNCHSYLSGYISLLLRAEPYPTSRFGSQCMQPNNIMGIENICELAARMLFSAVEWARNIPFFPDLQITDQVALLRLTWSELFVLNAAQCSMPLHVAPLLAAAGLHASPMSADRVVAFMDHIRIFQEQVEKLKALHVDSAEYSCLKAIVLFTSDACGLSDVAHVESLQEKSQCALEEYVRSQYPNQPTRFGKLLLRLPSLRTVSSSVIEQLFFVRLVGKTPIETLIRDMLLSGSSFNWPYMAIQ
LRH-1 inv ag – inverse agonists of human LRH-1 (NR5A2) | O00482 | HEK293T StAR-luciferase reporter, LRH-1 transfected, 24 h | actives 0.13% (n = 360,000) | inhibition, % at 3.6 µM | AID 602396;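 active = inhibition above the mean inhibition of all tested compounds plus 3 SD, cut at about 73% in these data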;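 note: 0% = DMSO wells and 100% = reporter-only cells lacking LRH-1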
Target sequence (O00482 whole entry, looked up): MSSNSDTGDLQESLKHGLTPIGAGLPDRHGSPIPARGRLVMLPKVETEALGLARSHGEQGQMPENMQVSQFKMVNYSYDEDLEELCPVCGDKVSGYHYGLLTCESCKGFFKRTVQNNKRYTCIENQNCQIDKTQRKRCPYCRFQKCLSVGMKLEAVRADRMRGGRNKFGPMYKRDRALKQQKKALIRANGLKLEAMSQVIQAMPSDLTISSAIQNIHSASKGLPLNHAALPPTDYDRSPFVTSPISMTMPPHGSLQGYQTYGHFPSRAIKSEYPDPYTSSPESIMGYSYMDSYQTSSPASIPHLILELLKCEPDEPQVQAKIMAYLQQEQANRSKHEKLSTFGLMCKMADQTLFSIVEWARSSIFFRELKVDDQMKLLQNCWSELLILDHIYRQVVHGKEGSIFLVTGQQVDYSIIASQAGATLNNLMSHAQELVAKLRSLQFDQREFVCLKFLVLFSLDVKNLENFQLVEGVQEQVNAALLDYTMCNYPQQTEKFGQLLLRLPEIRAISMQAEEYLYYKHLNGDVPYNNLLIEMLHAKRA
SRC1 inh – inhibitors of human steroid receptor coactivator 1 (SRC1). Q15788. HEK293 GAL4-SRC1 luciferase reporter, luminescence. inhibition, % at 3.6 µM. actives 0.12% (n = 360,000). AID 588354;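 active = inhibition above the campaign mean plus 3 SD, with each screening campaign given its own cutoff, cut at about 60% in these data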;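 note: 0% = DMSO treated cells and 100% = gossypol at 36 µM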
TROY signal inh – TROY signaling inhibition; Q293 LMP1-TROYcd NF-kB luciferase reporter, 4 h; inhibition, % at 10 µM; actives 0.98% (n = 360,000); AID 1347056;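 active = compounds whose plate-normalised and pattern-corrected inhibition of the luciferase reporter signal at the single screening dose is 50% or more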
* marks the source's active call; other numbers are inactive results; nt = not tested or not shown. Some of the compounds tested; rates above refer to the full screens.

mol	CF NFkB inh	LMP1 NFkB inh	KKLEB tox	NCOA3 inh	TWEAK Fn14 block	TRAIL sens C8	Shn3 3UTR inh	NR2F2 inh	LRH-1 inv ag	SRC1 inh	TROY signal inh
CC1(C)OC(=O)C2(Cc3ccccc3N3CCCCC32)C(=O)O1 (stereo not drawn)	2	-2	3	10	12	-10	-30	7	2	1	6
C#CCSc1nnc(-c2cc3c(C(F)(F)F)nn(C)c3s2)n1C	-6	11	1	9	17	89*	22	-13	0	8	9
O=C(COc1ccc(C(=O)c2ccccc2)cc1)Nc1ncccc1O	5	4	-5	0	-1	15	-1	7	14	-11	-16
Oc1ccc(C=NNC(=S)Nc2cccnc2)nc1	5	0	16	6	-11	22	7	1	21	12	-8
O=C(NCC1CCCO1)c1ccccc1NC(=O)c1cccc2ccccc12 (stereo not drawn)	-22	7	14	-1	27	-17	12	8	19	3	-17
CC1CCCCC12NC(=O)N(CC(=O)OCC(=O)N(C)C1CCCCC1)C2=O (stereo not drawn)	5	-8	10	9	5	-4	4	6	-6	10	-6
CC(Nc1cc(C)cc(C)c1)=[N+](C)CCNS(=O)(=O)c1ccc(Cl)cc1	-11	-1	15	-3	10	-5	-8	-4	12	-20	-3
O=C(COc1ccccc1)Nc1ccc(S(=O)(=O)N2CCCC2)cc1	4	10	-5	-14	9	-3	10	2	6	3	-16
C[C@@H]1CN([C@H](C)CO)C(=O)c2cc(NS(=O)(=O)c3ccc(F)cc3)ccc2O[C@@H]1CN(C)Cc1ccc(Cl)c(Cl)c1	-4	4	13	5	20	2	18	10	-5	8	34
CCOc1ccc(C(C)=O)cc1NC(=O)/C=C\C(=O)O	-12	0	1	-12	14	-4	-1	-12	4	2	-4
C[C@H]1CN=C(N(C)C)N1CCCCc1ccccc1	-12	5	8	13	-1	-6	48	3	-4	-3	1
CCOc1ccc(S(=O)(=O)N2CCN(C(=O)CN3C(=O)NC4(CCCC4)C3=O)CC2)cc1	8	1	-15	13	5	-11	-3	12	-6	18	3
COc1ccc(OC)c(NC(=O)C2(C)CCN2Cc2ccc(SC)cc2)c1 (stereo not drawn)	-7	nt	16	-9	13	-8	7	12	15	-23	5
CCOC(=O)c1c(NC(C)=O)sc2c(OCC(O)CN(CC)CC)c(Br)ccc12 (stereo not drawn)	-29	-28	-13	22	-43	17	-2	22	12	3	-1
N=c1n(N)c2ccccc2n1CC(=O)c1ccc(Br)cc1	-38	-64	12	-105	8	18	-94	-44	-118	-118	23
CCOc1c2ccc(C(=O)N[C@H](C)C3CCCCC3)cc2nn1CC	-21	3	-1	0	-3	-17	12	10	13	-6	4
CC(=O)C1C(=O)C=C(c2ccco2)CC1c1ccccc1 (stereo not drawn)	13	-2	-6	7	7	10	-5	5	-11	1	9
COc1ccc(C(=O)OCC(=O)NC23CC4CC(CC(C4)C2)C3)c(OC)c1OC	19	0	-2	-2	-10	11	21	26	-17	8	-2
COC(=O)c1c(NC(=O)C2CC(=O)NN2Cc2ccccc2)sc(C)c1C (stereo not drawn)	-20	-1	2	-3	-6	8	4	-9	5	0	-10
C/C(=N\NC(=S)Nc1ccc(C)c(C)c1)c1ccc(N2CCOCC2)cc1	-2	1	12	2	-14	10	6	5	-25	-31	-7
COc1cccc(/C=N/n2c(N)c(S(=O)(=O)c3cccs3)c3nc4ccccc4nc32)c1	-11	-9	-4	0	12	7	-8	8	-28	-28	0
O=C(C1CCCO1)N1CCN(C(=S)Nc2ccc(Cl)cc2)CC1 (stereo not drawn)	6	6	5	15	-1	8	-20	5	17	4	5
CC(=O)OCC(=O)Nc1ccccc1OC(F)F	-5	1	2	-1	-6	-3	-1	-17	-14	-13	-16
COc1ccc(N(CC(=O)NC2CCCCCC2)S(=O)(=O)c2c(C)nn(C)c2C)cc1	-16	4	16	-4	-4	-3	7	-19	8	4	8
C=CCNC(=S)NN=C1CCC(c2ccccc2)CC1 (stereo not drawn)	14	-6	-16	-29	23	22	-3	-10	-17	8	2
CCOC(=O)N1CCC(N(C(=O)Nc2ccc(CC)cc2)C(C)CC)CC1 (stereo not drawn)	-5	30	8	-46	-36	-4	-19	-6	-16	-27	-67
COc1ccc(-c2cc(C(F)(F)F)n3ncc(C(=O)NCC4CCCO4)c3n2)cc1 (stereo not drawn)	-16	11	5	23	-22	-1	-10	-3	20	14	-5
COc1ccc(N(C(=O)CNC(=O)c2cccs2)C(C(=O)NCC2CCCO2)c2ccccc2)cc1 (stereo not drawn)	5	2	0	4	6	-2	20	6	-19	-12	-24
Cc1ccccc1NC(=S)N/N=C/C(C)c1ccccc1 (stereo not drawn)	-1	8	-4	10	3	-15	10	14	-11	-17	0
Cc1ccc([N+](=O)[O-])cc1NC(=O)C(C)Sc1nnc(C)n1CC1CCCO1 (stereo not drawn)	-3	-7	-7	-30	-3	-6	2	-12	-31	-6	-5
Cc1ccc(C)c(S(=O)(=O)Nc2ccc(C(=O)N3CCOCC3)cc2)c1	-14	3	8	7	-12	-19	30	18	-14	1	2
CCN(CC(=O)Nc1ccccc1OC)C(=O)/C=C/c1cccs1	8	7	9	-21	-16	-19	-9	5	6	1	-21
OC[C@@H]1CN(CCc2ccccc2)C[C@H](n2cnc3c(NCc4ccc(F)cc4)ncnc32)O1	-16	nt	-3	7	-3	2	4	-1	22	-5	9
COc1ccc(CCN2CC(C(=O)NC3CCCCC3)CC2=O)cc1OC (stereo not drawn)	6	-4	-2	-4	-3	-20	6	0	23	-4	-4
O=C(NCc1nc2ccccc2[nH]1)C1=C[C@H](C2CCCCC2)C[C@H](OCCCCO)O1	1	-12	-3	-22	9	-2	2	6	8	-19	14
CC1(C)CC(NC(=O)C(=O)NCCc2ccc(Cl)cc2)CC(C)(C)N1	-9	7	7	9	9	1	3	2	0	-14	-5
O=C(CN1CCCCCC1)Nc1ccccc1	5	0	3	8	4	-12	-8	-8	-9	11	-9
COc1ccc(C2=NS(=O)(=O)N(C)C(C(=O)N(C)Cc3ccccc3)=C2)cc1	6	-24	-4	8	-13	6	-1	9	27	17	-8
Cc1ccc(C(C[N+](=O)[O-])c2c(C)[nH]n(-c3ccccc3)c2=O)cc1 (stereo not drawn)	2	4	-17	24	35	-6	-39	11	6	15	-1
O=C(NNc1nc2cc3c(cc2s1)OCO3)c1ccc(F)cc1	-20	-5	5	-25	-30	13	-28	-16	-10	-10	-36
O=C1SC(Cc2ccccc2)C(=O)N1c1ccccc1 (stereo not drawn)	6	nt	-2	-11	1	8	13	-4	9	4	2
N/C(=N\OS(=O)(=O)c1ccc(Cl)cc1)c1ccccn1	-2	0	13	-24	-13	-6	13	-15	-39	-17	-12
CCN(CC)C(=O)C(=O)c1cccn1-c1cccc(OC)c1C#N	-4	1	8	8	-5	-6	-5	-2	10	-1	16
CNC(=S)N1CCc2sccc2C1C (stereo not drawn)	12	-1	-8	19	-23	-3	5	11	4	6	-11
Cc1ccccc1Oc1ncnc(N)c1[N+](=O)[O-]	-3	4	-4	-4	10	-4	-13	2	-5	-43	12
Cc1cc(C)cc(N(C(=O)c2snc(C(N)=O)c2N)C(C(=O)NCC2CCCO2)c2cccs2)c1 (stereo not drawn)	-10	-9	-10	5	8	-1	9	-2	3	-14	-76
CCS(=O)(=O)c1nc(S(=O)(=O)c2ccc(C)cc2)c(N2CCC(O)CC2)s1	-15	1	10	15	5	-5	-6	4	14	-20	-19
COc1ccc(NC(=O)Cn2cnc3c(oc4nc5c(cc43)COC(C)(C)C5)c2=O)cc1	-14	-3	18	22	11	3	-9	-2	15	11	-5
CCCc1cc(=O)[nH]c(NCc2ccc(Cl)cc2)n1	-1	-4	-6	-7	0	1	-2	-3	23	-10	2
CN1CCC[C@@H]1CCO[C@](C)(c1ccccc1)c1ccc(Cl)cc1	2	-15	5	14	8	8	8	-4	16	17	3
Cc1cccc(N2C(=O)CC(n3ccnc3)C2=O)c1C (stereo not drawn)	-1	-4	5	9	7	-3	3	-37	-10	1	7
Cc1ccc(C)c(CN2CCC(CNC(=O)CCc3nnc4ccc(N5CCCCC5)nn34)CC2)c1	17	2	-14	7	-15	-5	-5	0	-19	9	-1
c1cnc2nc3c4ccccc4c4ccccc4c3nc2c1	-259	-10	-3	-5	-8	3	1	-3	6	-1	-24
Cc1onc(-c2ccccc2Cl)c1C(=O)Nc1nnc(-c2cccc([N+](=O)[O-])c2)s1	36	-5	3	-29	23	3	-4	11	16	-5	27
CC(=O)Oc1cc2oc(=O)c3c(c2cc1Cl)CCC3	16	-15	2	-5	-3	-17	-1	-18	1	-12	-6
COCCn1c(SCC(=O)NCC2CCCO2)nc2c([nH]c3ccccc32)c1=O (stereo not drawn)	3	-10	0	1	3	-7	-1	-12	12	1	20
N#Cc1ccsc1NC(=O)CCN1CCN(C(c2ccccc2)c2ccccc2)CC1	18	-8	0	21	-1	-10	-9	-2	0	-22	-34
CC(C)[C@H](NC(=O)c1ccccc1)C(=O)Nc1cccc(S(=O)(=O)N2CCOCC2)c1	3	-1	2	10	-3	7	1	-27	-2	1	-5
Cc1cccc(NC(=O)C2CCN(S(=O)(=O)c3cccc4cccnc34)CC2)c1	0	5	-11	10	15	0	10	7	-3	10	17
COc1ccc(S(=O)(=O)N2CCN(C(=O)c3cc4c(s3)CCC4)CC2)cc1	16	5	11	12	4	-18	11	-3	7	0	14

Next results:
mol	CF NFkB inh	LMP1 NFkB inh	KKLEB tox	NCOA3 inh	TWEAK Fn14 block	TRAIL sens C8	Shn3 3UTR inh	NR2F2 inh	LRH-1 inv ag	SRC1 inh	TROY signal inh
CCCN(CC1CC1)C(=S)Nc1ccc(C(C)=O)cc1	13	-15	4	3	-3	6	8	-4	-5	1	-3
Cc1cnc(C(=O)OCC(=O)Nc2ccc(OCc3ccccc3)cc2)cn1	9	-22	-1	-56	-5	3	-120	-35	-42	-58	-35
CCN(CC(N)=O)S(=O)(=O)c1ccc(Br)cc1	3	-2	5	-5	15	-22	7	13	-1	-19	13
CCOC(=O)C(=O)NNc1ccccc1C	-10	-7	16	5	-10	-4	2	-3	-7	-5	-7
CCCn1nc([N+](=O)[O-])c(C(C#N)c2nc3ccccc3s2)c(Cl)c1=O (stereo not drawn)	30	-2	-55*	13	77*	19	0	28	38	5	46
Cc1nn(CC(=O)N2CCCCC2)c(=O)c2nn(-c3ccccc3)c(C)c12	-2	5	4	17	-4	-25	-2	-2	-21	14	-17
CN1CCN(S(=O)(=O)c2cccc(C(=O)N(C)C(c3ccccc3)c3ccccc3)c2)CC1	13	-6	-31	-16	-2	-3	30	14	13	-11	2
C=CCn1c(SCC(=O)Nc2cccc(S(=O)(=O)N(C)c3ccccc3)c2)nnc1C1CC1	-2	-4	1	6	-11	-7	32	-20	-8	-31	14

Bioassay records from PubChem BioAssay.
